# CHT allo act – allosteric activators of human choline transporter CHT; B-score at 10 µM; Q9GZV3; CHT-expressing cells, membrane potential dye, choline EC20; active compounds read high; LV-AA mutant CHT in HEK293 cells; actives 0.49% (n = 310,000);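 active means initial fluorescence not abnormally high and integrated response B-score, plate-corrected, over 3 SD above library mean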
# Target sequence (Q9GZV3 whole entry, looked up): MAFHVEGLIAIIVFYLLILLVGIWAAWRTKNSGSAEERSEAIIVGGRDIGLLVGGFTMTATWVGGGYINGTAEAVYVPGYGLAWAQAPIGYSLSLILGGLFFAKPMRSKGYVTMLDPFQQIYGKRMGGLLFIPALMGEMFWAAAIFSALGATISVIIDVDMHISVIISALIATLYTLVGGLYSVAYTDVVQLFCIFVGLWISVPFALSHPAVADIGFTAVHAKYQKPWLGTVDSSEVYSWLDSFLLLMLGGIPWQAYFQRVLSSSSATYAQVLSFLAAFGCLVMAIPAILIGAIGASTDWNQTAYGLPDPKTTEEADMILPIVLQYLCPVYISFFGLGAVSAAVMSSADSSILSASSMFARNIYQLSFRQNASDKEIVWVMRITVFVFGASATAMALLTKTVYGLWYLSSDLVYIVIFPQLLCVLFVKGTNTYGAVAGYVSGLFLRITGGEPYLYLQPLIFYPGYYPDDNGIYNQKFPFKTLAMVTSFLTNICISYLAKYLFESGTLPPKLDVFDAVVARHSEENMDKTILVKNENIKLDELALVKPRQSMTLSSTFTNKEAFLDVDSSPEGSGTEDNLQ
# CHT inh – human CHT choline transport inhibition. Q9GZV3. CHT-expressing cells, membrane potential dye, choline response; active compounds read low. B-score at 10 µM. actives 0.86% (n = 310,000);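 active means B-score over 3 SD under the library average, and starting fluorescence ratio not unusually high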;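 further: choline stimulus applied at its EC90 after an EC20 pre-addition; B-score computed on integrated fluorescence ratio after choline addition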
# Numbers without * were called inactive; i = inactive.
SMILES,CHT allo act,CHT inh
O=C(CS(=O)(=O)c1ccccc1)NCc1ccccc1,i,i
Cc1cc(C)nc(-n2nc(C)c(Br)c2Nc2ccc(Br)cc2)n1,i,i
Cn1cc(C(=O)NCc2ccc(Cl)cc2)c(=O)c2cc(S(=O)(=O)N3CCOCC3)ccc21,i,i
CCn1nnnc1SCC(=O)Nc1ccc2c(c1)OCCO2,i,i
CN=C1SC(CC(=O)Nc2ccc(F)cc2F)C(=O)N1/N=C/c1ccc(OC(F)F)c(OC)c1 (stereo unspecified),i,i
COc1cccc(-c2cc(C(=O)NCC3CCCO3)c3cc(C)cc(C)c3n2)c1 (stereo unspecified),i,i
COC(=O)C(C)Oc1ccc2c(-c3cccc([N+](=O)[O-])c3)cc(=O)oc2c1 (stereo unspecified),i,i
COc1cc(S(=O)(=O)Nc2cccc(C(=O)O)c2)c(OC)cc1Cl,i,i
Cc1ccccc1Cn1ccc(=NCc2ccccc2)cc1,i,i
Cc1ccc(-n2c(SCC(=O)Nc3ccc4c(c3)OCCO4)nnc2-c2ccco2)cc1,i,i
Cc1csc(=Nc2cccnc2)n1Cc1ccco1,i,i
O=C1[C@@H]2CSCN2C(=O)CN1CCc1cccc(F)c1,i,i
CC(C)C(NC(=O)CSc1ccc(Cl)cc1)C(C)C,i,i
CN(C)S(=O)(=O)N1CCCN(S(=O)(=O)N(C)C)CC1,i,i
CCN1CCCC1CN(Cc1cc2cc(C)cc(C)c2[nH]c1=O)C(=O)Nc1ccccc1OC (stereo unspecified),i,i
O=[N+]([O-])c1ccccc1NC(=S)N/N=C/c1ccc(O)c(O)c1,i,i
COc1ccc(C(=O)NCCCn2ccnc2)cc1[N+](=O)[O-],i,i
CCOC(=O)c1c(CCl)nc2ccccc2c1C,i,-8.9*
CCC(=O)N1CCN=C1SCc1ccc(F)cc1,i,i
CCCn1c(Nc2ccccc2)nc2ccccc21,i,i
Cc1cc(OCC(=O)N2CCN(c3ccccc3)CC2)c2c(C)c(C)c(=O)oc2c1,i,i
CCC(=O)Nc1ccc2c(c1)C(=O)c1ccccc1C2=O,i,i
CCCCN(CC)C(=O)C1CCC(=O)N(c2ccc(OC)cc2)C1c1ccc(OC)c(OC)c1 (stereo unspecified),i,i
CCOC(=O)N1CCN(c2c(-c3ccc(C)cc3)c(=O)c2=O)CC1,i,i
Cc1ccc2cc(C(c3nnnn3C3CCCC3)N(Cc3cccnc3)Cc3ccco3)c(=O)[nH]c2c1 (stereo unspecified),i,i
CC(=O)N(CCC(c1ccco1)C(C)C)Cc1ccc(OC(C)C)cc1 (stereo unspecified),i,i
CCc1nnc(NC(=O)CSc2nccn2-c2cccc(C)c2C)s1,i,i
O=C(/C=C/c1ccccc1)Oc1coc(CSc2ncccn2)cc1=O,i,i
COCCNC(=O)c1onc(CSc2ccc(F)c(F)c2)c1C(=O)O,i,i
COC(=O)CN1C(=S)N(c2ccc(Cl)cc2)C(=O)C1CC(=O)Nc1ccccc1 (stereo unspecified),i,i
NC(=O)C1(N2CCCCC2)CCN(C(=O)CSc2nc3ccccc3o2)CC1,i,i
CCOC(=O)C1CCN(S(=O)(=O)Cc2ccc(Cl)cc2)CC1,i,i
Cc1ccsc1CNCC(O)c1ccccc1 (stereo unspecified),i,i
CCC(NC(=O)c1ccc(C#CC2(O)CCCCC2)cc1)C(=O)O (stereo unspecified),i,i
Cn1c(=O)c2c(nc(Br)n2CCSc2nnnn2-c2ccccc2)n(C)c1=O,i,i
CCOc1ccccc1C(=O)Nc1ccccc1O,i,i
O=C(NC1CC1)c1ccc(F)cc1Cl,i,i
COc1ccc(NC(=S)N2CCC(c3ccccc3)C2)cc1 (stereo unspecified),i,i
Cc1sc(NC(=S)NC(=O)c2ccccc2)c(C#N)c1C,i,i
O=C(CSc1ccc(F)cc1)N1CCC(c2nc3ccccc3s2)CC1,i,i
CC(C)CCNC(=O)C(=O)NCCC1=CCCCC1,i,i
COc1ccc2[nH]c3c(c2c1)CCN1C(=O)N([C@@H](C)C(=O)NCCc2ccc(OC)c(OC)c2)C(=O)[C@]31C,i,i
Cc1cccc(C(=O)NC(=S)N(C)C2CCCCC2)c1,i,i
COc1ccc(S(=O)(=O)N2CCC(C(=O)N3CCN(c4ccccc4OC)CC3)CC2)cc1,i,i
CC(C)OC(=O)CSc1nc(C(C)C)nc2ccccc12,i,i
CCCCOc1ccc(/C=C/C(=O)Nc2ccc([N+](=O)[O-])cc2C)cc1,i,i
CN1/C(=C\C(=O)c2ccco2)C(C)(C)c2ccccc21,i,i
O=c1c(Cl)c2oc3ccccc3nc-2c2ccccc12,i,i

# For convenience, some entries already given.
SMILES,CHT allo act,CHT inh
COc1ccc(NC(=S)N2CCC(c3ccccc3)C2)cc1 (stereo unspecified),i,i
Cc1sc(NC(=S)NC(=O)c2ccccc2)c(C#N)c1C,i,i
O=C(CSc1ccc(F)cc1)N1CCC(c2nc3ccccc3s2)CC1,i,i
CC(C)CCNC(=O)C(=O)NCCC1=CCCCC1,i,i
COc1ccc2[nH]c3c(c2c1)CCN1C(=O)N([C@@H](C)C(=O)NCCc2ccc(OC)c(OC)c2)C(=O)[C@]31C,i,i
Cc1cccc(C(=O)NC(=S)N(C)C2CCCCC2)c1,i,i

# Other records:
SMILES,CHT allo act,CHT inh
Cc1ccc(C(=O)Nc2c(N)nc(SCC(=O)NCC3CCCO3)[nH]c2=O)cc1 (stereo unspecified),i,i
S=c1[nH]nc([C@@H]2C[C@H]2c2ccccc2)n1-c1ccccc1Cl,i,i
O=[N+]([O-])c1ccc(Cl)cc1N1CCCCC1,i,i
CCc1ccccc1NC(=S)N1CCNC(=O)C1CC(=O)OC (stereo unspecified),i,i
CCCCN1CNC(=S)N(Cc2ccccc2)C1,i,i
Cc1onc(-c2ccccc2)c1C(=O)Nc1cccc2nsnc12,i,i
COCCNS(=O)(=O)c1cc(C(=O)O)ccc1OC,i,i
O=c1oc2ccccc2c(NCc2ccc(Cl)cc2)c1[N+](=O)[O-],i,i
COc1ccc2nc(CNC(=O)C3CCC(=O)N(CCc4ccccc4)C3)[nH]c2c1 (stereo unspecified),i,i
O=C(NCc1ccco1)C(c1cccs1)N(C(=O)C1COc2ccccc2O1)c1cccc(O)c1 (stereo unspecified),i,i
CCn1c(SCC(=O)NC(C)(C)C)nnc1-c1ccccn1,i,i
Clc1ccccc1CN1CCc2sccc2C1,i,i
CCc1nnc(NC(=O)CSc2sc3c(O)cc(=O)[nH]c3c2C#N)s1,i,i
COc1ccc(C(CNC(=O)COc2ccccc2C)N2CCOCC2)cc1 (stereo unspecified),i,i
C=C(C)C1CC=C(CN2CCC(C(=O)OCC)CC2)CC1 (stereo unspecified),i,i
CC1CC(NS(=O)(=O)c2cccs2)CC(C)(C)C1 (stereo unspecified),i,i
COCCN(CCOC)C(=O)c1cc2sc3ccccc3c2s1,i,i
Cc1nn(-c2ccccc2)c(Cl)c1/C=N/Nc1nnc(C)c(=O)[nH]1,i,i
CC[n+]1c(C)sc2c3ccsc3ccc21,10*,i
COc1cccc2[nH]c3ccccc3c(=O)c12,i,i
COC(=O)c1cccc(NC(=O)CC2C(=O)NCCN2C(=O)Nc2ccccc2)c1 (stereo unspecified),i,i
COCCOC(=O)C1=C(N)Oc2c(oc(CO)cc2=O)C1c1ccccc1F (stereo unspecified),i,i
CCOC(=O)C1CCCN(S(=O)(=O)c2nc3nc(C)cc(C)n3n2)C1 (stereo unspecified),i,i
COc1ccc(C(=O)NCc2nnc(SCC(=O)Nc3nnc(C)s3)o2)cc1,i,i

# Entries listed above printed as active in CHT inh:
mol | CHT inh
CCOC(=O)c1c(CCl)nc2ccccc2c1C | -8.9*

# Following part:
SMILES,CHT allo act,CHT inh
CC1(C)N=C(N)N=C(N)N1c1ccc(Oc2ccc(Cl)cc2)c(Cl)c1,i,i
CCCN(CC(=O)Nc1ccccc1OC)C(=O)CCCN1C(=O)c2ccccc2C1=O,i,i
CC(C)(C)c1ccc(C(=O)NCC(=O)OCN2C(=O)c3ccccc3C2=O)cc1,i,i
COc1cc(NC(=O)Nc2cc(C)on2)cc(OC)c1OC,i,i
Cn1nc(CC(=O)Nc2ccc(N3CCN(C(=O)OC(C)(C)C)CC3)cc2)c2ccccc2c1=O,i,i
CC(=O)Nc1ccc(NC(=O)C(C)OC(=O)CC2CCCCC2)cc1 (stereo unspecified),i,i
Cc1ccc(-n2c(=O)c3sccc3n(CC(=O)NCc3ccco3)c2=O)cc1F,i,i
Cc1cc(N)n(-c2ccc3ccccc3c2)n1,i,i
COc1ccc(NC(=O)c2ccc(NC(=O)C3CC3)cc2)cc1,i,i
Cc1nn(-c2nnc(NCc3ccccc3)nn2)c(C)c1Br,i,-5.3*
CCn1c(SCc2nc(-c3ccccc3)no2)nnc1-c1cccs1,i,-5.5*
CCCCOc1ccc(C(=O)Nc2ccc(N3CCN(C)CC3)cc2)cc1,i,i

# Full records, looked up by structure. Values in the order: CHT allo act, CHT inh
# Cc1ccc2cc(C(c3nnnn3C3CCCC3)N(Cc3cccnc3)Cc3ccco3)c(=O)[nH]c2c1 (stereo unspecified) is entered as i, i
# COc1ccc2[nH]c3c(c2c1)CCN1C(=O)N([C@@H](C)C(=O)NCCc2ccc(OC)c(OC)c2)C(=O)[C@]31C is entered as i, i
# CCc1nnc(NC(=O)CSc2sc3c(O)cc(=O)[nH]c3c2C#N)s1 is entered as i, i
# CN(C)S(=O)(=O)N1CCCN(S(=O)(=O)N(C)C)CC1 is entered as i, i

# Continuation.
SMILES,CHT allo act,CHT inh
C=CCc1cccc(/C=N/NC(=O)CNc2ccccc2OC)c1O,i,i
COc1ccc(/C=N/NC(=O)c2ccc(C)nc2)cc1O,i,i
COc1ccc(NS(=O)(=O)c2ccc3c(c2)N(C(C)=O)CCO3)cc1,i,i
Cc1cc(C)c2ccc(=O)n(CC(=O)N/N=C/c3ccccc3Cl)c2n1,i,i
COc1ccc(C(=O)OC(COc2ccccc2)Cn2ccnc2)cc1 (stereo unspecified),i,i
Cc1nnc(SCC(=O)N2CCN(S(=O)(=O)c3ccccc3)CC2)[nH]c1=O,i,i
CC(C(=O)c1ccc(-c2ccccc2)cc1)[n+]1cccc(C(N)=O)c1 (stereo unspecified),i,i
Cc1nnc2c(NC3CCCCC3)nc3ccccc3n12,i,i
CCOCC(=O)Nc1cccc(SC)c1,i,i
Cc1[nH]c2ccc(C(=O)N3CCN(Cc4ccccc4)CC3)cc2c1C,i,i
CCn1c(=O)cc(OCC(=O)NCCCN2CCCC2=O)c2ccccc21,i,i
CC(=O)CN1C(=O)NC(c2ccccc2)(c2ccccc2)C1=O,i,i
CC(=O)c1cccc(NC(=O)C(Sc2ncnc3ccccc23)c2ccccc2)c1 (stereo unspecified),i,i
CN1CCN(c2ccc(C(F)(F)F)cc2NC(=O)c2ccco2)CC1,i,i
CC(=O)NNC(=S)NC(=O)C(c1ccccc1)c1ccccc1,i,i
CC1=C(C(=O)OC(C)C)C(c2ccc(F)cc2)NC(=O)N1 (stereo unspecified),i,i
Cc1ccc(S(=O)(=O)N2CCC(C(=O)N[C@@H](C)C(=O)NCc3ccco3)CC2)cc1,i,i
CC(=O)Nc1ccc(S(=O)(=O)Nc2c(C)nn(-c3ccccc3)c2C)cc1,i,i
CSc1ncccc1C(=O)NCC(c1cccs1)N1CCOCC1 (stereo unspecified),i,i
CC(C)(C)C(=O)Nc1ccc(C(=O)N/N=C/c2ccccc2OC(=O)c2ccccc2)cc1,i,i
CCN1CCn2c3c(c4cc(Cl)ccc42)CCCC31 (stereo unspecified),i,-5.8*
CCC(OC(=O)C1=Cc2ccccc2OC1)C(=O)NC1CCCC1 (stereo unspecified),i,i
CCOc1ccc(N2C(=O)c3cccnc3C2Nc2ccc(F)cc2)cc1 (stereo unspecified),i,i
Clc1nc(Cl)nc(NCCC2=CCCCC2)n1,i,i
Cc1nc(N2CCC(C)CC2)c2c(C)c(C(=O)Nc3ccccc3C(F)(F)F)sc2n1,i,i
CC(C)(C)c1ccc(S(=O)(=O)CC(O)CSc2nc3c(cc2C#N)CCCC3)cc1 (stereo unspecified),i,i
Clc1cccc(COn2c(-c3ccc(Cl)cc3Cl)nc3ncccc32)c1,i,i
COc1cccc(NC(=O)N2CCCCCC2)c1,i,i
O=C1CCCc2oc3c(c21)CCCC3,i,i
CCOc1ccc(NC(=O)CN(C)C(=O)c2ccc(COc3ccccc3)o2)cc1OCC,i,i
CC(=O)c1ccc(NC(=O)c2cccc(S(=O)(=O)N3CCN(C)CC3)c2)cc1,i,i
CCOC1(c2ccccc2)CC1C(=O)N/N=C/c1cccc([N+](=O)[O-])c1 (stereo unspecified),i,i
CC(C)C[C@H](NC(=O)[C@@H]1Cc2c([nH]c3ccccc23)C2c3ccccc3C(=O)N21)C(=O)NCC1CCCO1 (stereo partly specified),i,i
Cn1nc(-c2ccccc2F)c2cc(C(=O)N3CCN(C(=O)c4ccco4)CC3)sc21,i,i
CC(C)c1ccc(/C=C/C(=O)NC2CCCCC2)cc1,i,i
COCCCN=Cc1c(-c2ccccc2)[nH]n(-c2nc3ccccc3s2)c1=O,i,i
CCc1cc(C(=O)NNC(=S)NC(C)c2ccccc2)cs1 (stereo unspecified),i,i
O=C1OC[C@H](Cc2ccc3c(c2)OCO3)/C1=C\c1ccc2c(c1)OCO2,i,i
S=C(NC1CCCCC1)N1CCN(C2CCCCC2)CC1,i,i
O=C(CSc1nnc(-c2ccc(S(=O)(=O)N3CCCC3)cc2)o1)NCc1ccco1,i,i
CCc1cc2c(NCCO)ncnc2s1,i,i
CCN1CCN(C(=O)Cn2ncc3c2-c2ccccc2OC3)CC1,i,i
CN(C)S(=O)(=O)c1ccc(C(=O)OCc2nnc(-c3ccccc3)o2)cc1,i,i
COc1cc(C)ccc1OCc1cc(C(=O)NCCN2CCCC(O)C2)no1 (stereo unspecified),i,i

# Another view of part of the listing above.
CN(C)S(=O)(=O)c1ccc(C(=O)OCc2nnc(-c3ccccc3)o2)cc1
- CHT allo act: i
- CHT inh: i
COc1cc(C)ccc1OCc1cc(C(=O)NCCN2CCCC(O)C2)no1 (stereo unspecified)
- CHT allo act: i
- CHT inh: i

# Screens: PubChem BioAssay, Johns Hopkins Ion Channel Center
